# Screens as filed in PubChem BioAssay.
# ELG1 genotox = inducers of genotoxicity in HEK293T ELG1-luciferase cells; HEK293T ELG1-luciferase reporter, luminescence, 16 h; Potency, µM (titrated, usually from 46 µM), for the others: at the top dose activity change, positive = activation, most hits filed as activators; 1.3% of 330,000 active; AID 504466; note: % of control where 0% means no effect; nearly all actives have a fitted effect of over 60% in size
#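 HEK293T cells expressing luciferase-tagged ELG1 were treated with compound or DMSO for 16 hr at 37°C. Luciferase activity was then read after 30 min with ONE-Glo at room temperature; rising signal flags genetic stress.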
# p53 reactivator = mutant p53 re-activation in reporter cells | H1299 p53-A138V BP100-luciferase reporter, luminescence, 24 h | 0.063% of 320,000 active | Potency, µM (top dose mostly 92.2 µM), inactives show at the highest dose activity change, positive = activation, usual class: activators; note: % of control where 0% means no effect; nearly all actives have a fitted effect of over 45% in size
#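 H1299 (p53-null), stable ts p53-A138V + BP100-Luc; 1000 cells/well, Opti-MEM/10% FBS; cpd 4 pt, 1:5; 24 h, 37 deg C, 5% CO2; detection reagent 10 min RT; luminescence.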
# RORgamma inh = inhibitors of mouse ROR gamma transcriptional activity; Potency, µM (doses to about 53.6 µM), without a hit: at the top dose activity change, negative = inhibition, usual class: inhibitors; 5.4% of 310,000 active; Drosophila S2 Gal4-RORgamma UAS-luciferase reporter, 20 h; AID 2551; P51450; note: % is set by controls: 0 for no effect and ±100 for the full control effect; nearly all actives have a fitted effect of over 60% in size
# Target sequence (P51450 whole entry, looked up, the tested form may be a part): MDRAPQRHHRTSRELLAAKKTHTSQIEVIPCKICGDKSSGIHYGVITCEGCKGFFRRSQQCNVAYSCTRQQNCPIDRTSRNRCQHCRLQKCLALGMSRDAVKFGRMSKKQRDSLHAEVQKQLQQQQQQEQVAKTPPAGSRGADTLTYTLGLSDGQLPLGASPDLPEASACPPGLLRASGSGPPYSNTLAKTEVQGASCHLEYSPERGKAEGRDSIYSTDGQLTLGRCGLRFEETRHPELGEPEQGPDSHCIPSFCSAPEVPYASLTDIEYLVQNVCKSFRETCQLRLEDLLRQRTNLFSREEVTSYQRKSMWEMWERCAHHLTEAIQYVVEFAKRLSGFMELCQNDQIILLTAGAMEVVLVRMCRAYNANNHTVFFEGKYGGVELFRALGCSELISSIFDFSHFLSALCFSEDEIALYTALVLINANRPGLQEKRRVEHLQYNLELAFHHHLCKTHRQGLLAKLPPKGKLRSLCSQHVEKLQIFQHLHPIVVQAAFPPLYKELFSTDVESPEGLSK
#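 Drosophila Schneider cells stably carrying a metallothionein-driven Gal4 DBD–ROR gamma fusion and a UAS-Photinus luciferase reporter were exposed to compound for 1 hr, then induced with copper sulfate (700 uM final) for 20 hr at ambient temperature before luminescence reading.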
# FLuc counter = counter-screen for miR-21 project: firefly luciferase inhibitors or activators | P08659 | purified FLuc, Km substrates, luminescence inhibition | Potency, µM (highest dose often 57.5 µM), for the others: at the top dose activity change, negative = inhibition, actives largely listed as inhibitors | 6.9% of 360,000 active | AID 588342;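 note: plate controls were vehicle for no effect and reference inhibitor for full effect; nearly all actives have a fitted effect of over 55% in size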
# Target sequence (P08659 whole entry, looked up): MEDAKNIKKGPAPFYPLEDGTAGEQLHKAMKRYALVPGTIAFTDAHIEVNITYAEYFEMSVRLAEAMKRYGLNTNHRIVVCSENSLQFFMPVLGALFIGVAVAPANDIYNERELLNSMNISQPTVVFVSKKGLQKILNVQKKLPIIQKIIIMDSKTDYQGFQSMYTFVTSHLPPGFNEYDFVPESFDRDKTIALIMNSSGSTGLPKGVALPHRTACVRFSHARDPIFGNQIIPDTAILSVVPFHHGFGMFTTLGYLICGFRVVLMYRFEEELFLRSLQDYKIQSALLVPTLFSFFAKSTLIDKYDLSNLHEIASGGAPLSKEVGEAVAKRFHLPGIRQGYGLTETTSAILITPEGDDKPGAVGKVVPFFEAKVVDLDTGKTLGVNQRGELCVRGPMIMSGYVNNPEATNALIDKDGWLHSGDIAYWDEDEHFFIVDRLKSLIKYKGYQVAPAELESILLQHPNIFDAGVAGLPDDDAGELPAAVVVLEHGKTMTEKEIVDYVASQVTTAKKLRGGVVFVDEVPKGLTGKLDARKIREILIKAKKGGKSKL
#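 Biochemical qHTS of compounds, final roughly 60 µM downward over six points, against 10 nM purified firefly luciferase using Km concentrations of substrates (10 uM D-luciferin, 10 uM ATP) in Tris acetate pH 7.5 buffer; luminescence output.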
# MLL CXXC-DNA inh = inhibitors of human MLL CXXC domain-DNA interaction; Q03164; MLL-CXXC / FITC-HOXA9 DNA fluorescence polarization; Potency, µM (series often up to 115 µM), without a hit: at the highest dose activity change, negative = inhibition, most hits filed as inhibitors; 0.037% of 290,000 active; AID 2662; active = well fitted inhibition curve with a large enough effect in the polarisation, with a control signal flat, not every such curve was filed as active; inconclusive = small, poorly fitted or top-dose-only effect, or effect the other way, or a change in a side signal; inactive = no such curve, though single readings can be large or run the other way; the % refers to the polarisation
#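 Purified MLL-CXXC (added from a 7 uM solution) was preincubated 5 min at ambient with pinned compounds in 50 mM Tris-HCl pH 7.5, 50 mM NaCl, 1 mM DTT, 0.05% BSA. Fluorescein-labeled HOX-A9 DNA (50 nM solution) followed, 30 min, then polarization read.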
# NPC1 prom act = activates the NPC1 promoter | 2.4% of 320,000 active | AID 485313 | Huh7 NPC1 promoter luciferase reporter, 24 h | Potency, µM (top dose mostly 9.22 µM), for the others: top-dose activation, hits mostly activators;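 note: % of control where 0% means no effect; nearly all actives have a fitted effect of over 60% in size; reporter is driven by a mutant NPC1 promoter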
#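 Huh7 reporter cells (NPC1 promoter driving luciferase) are dosed with compound for 24 h at 37 °C, 5% CO2; luciferase detection reagent is then added and luminescence measured after 10 min at ambient temperature.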
# BRCA1 expr up = BRCA1 expression activation; MCF7-BRCA1-FFLuc reporter, luminescence, 48 h; response scale: scaled: vehicle 0%, 10 µM genistein 100%; Potency, µM (doses to about 46.1 µM), inactives show at the highest dose activation, actives largely listed as activators; 1.1% of 380,000 active; AID 624202; note: nearly all actives have a fitted effect of over 80% in size; some results filed as inactive show a strong effect at the top dose
#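 Reporter cells (MCF7, BRCA1 promoter-firefly luciferase) received library compounds across a concentration series for 48 h. End-point luminescence was measured and concentration-effect curves derived after normalization.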
# MBNL1 CUG block = blocks human MBNL1 binding to CUG repeat RNA; Q9NR56; TR-FRET MBNL1-His/biotin-(CUG)12 binding, 665/545 ratio; Potency, µM (series often up to 57.5 µM), for inactives: at the top dose activity change, negative = inhibition, hits mostly inhibitors; 0.036% of 280,000 active; AID 2675; active = well fitted inhibition curve with a large enough effect in the signal ratio, with a control signal flat, not every such curve was filed as active; inconclusive = small, poorly fitted or top-dose-only effect, or effect the other way, or a change in a side signal; inactive = no such curve, though single readings can be large or run the other way; the % refers to the signal ratio; note: % is set by controls: 0 for no effect and ±100 for the full control effect
#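 Inhibition of protein-RNA binding appears as loss of TR-FRET between terbium anti-His antibody on MBNL1-His and streptavidin-XL665 on biotin-(CUG)12. Activity is normalized to buffer-only and uninhibited-complex controls.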
# uPA surface inh = blocks generation of uPA at the cell surface | cell surface uPA generation assay, qHTS | Potency, µM (series often up to 38.3 µM), inactives show at the top dose activity change, negative = inhibition, actives largely listed as inhibitors | 0.31% of 330,000 active | AID 540303; active = well fitted inhibition curve with a large enough effect; inconclusive = small, poorly fitted or top-dose-only effect; inactive = no such curve, though single readings can be large or run the other way; tested in mouse RAW 264.7 cells; note: % is set by controls: 0 for no effect and ±100 for the full control effect; nearly all actives have a fitted effect of over 55% in size
# Rab9 promoter act = activates the Rab9 promoter | Huh7 Rab9 promoter-luciferase reporter, luminescence, 24 h | Potency, µM (series often up to 9.22 µM), for inactives: at the top dose activation, negative = inhibition, usual class: activators | 2.8% of 320,000 active | AID 485297; note: % of control where 0% means no effect; nearly all actives have a fitted effect of over 60% in size
#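 Luciferase signal after 10 min detection reagent at ambient indicates Rab9 promoter upregulation; stably transfected Huh7 cells were treated 24 h with compound in DMSO at 37 °C, 5% CO2.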
# VP16 counter = counter-screen for ROR gamma inhibitors: Gal4-VP16 reporter; Drosophila S2 Gal4-VP16 UAS-luciferase, luminescence, 20 h; Potency, µM (series often up to 53.6 µM), without a hit: at the top dose activity, negative = inhibition, usual class: inhibitors; 3.5% of 310,000 active;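 note: Gal4-VP16 expression switched on by copper sulfate through the metallothionein promoter; % is set by controls: 0 for no effect and ±100 for the full control effect; nearly all actives have a fitted effect of over 50% in size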
# Active calls of the source: *; u = inconclusive; x = no result given; [ ] = remark or other dose. Unless noted, calls come from the whole dose curve; as a rule, active = well fitted curve in the direction sought with a large enough effect; inconclusive = small, poorly fitted or top-dose-only effect, or another doubt; inactive = no such curve, though single readings can be large; an effect the other way counts as inactive or inconclusive. Potency is the fitted concentration of half-maximal effect. Only part of the results is shown. The share of hits here may be higher or lower than overall.
SMILES,ELG1 genotox,p53 reactivator,RORgamma inh,FLuc counter,MLL CXXC-DNA inh,NPC1 prom act,BRCA1 expr up,MBNL1 CUG block,uPA surface inh,Rab9 promoter act,VP16 counter
CCOC(=O)C1=C(O)/C(=C/c2ccc(OCC(=O)O)c(OC)c2)SC1=Nc1ccc(OC)cc1,-1.7%,11.7%,30.6%,-3.3%,13.5%,3.4%,0.9%,u,-2.2%,-3.0%,-8.0%
COc1ccc(C(C(=O)NC2CCCC2)N(C(=O)c2ccoc2C)c2ccc(C)c(C)c2)cc1 (configuration not stated),-5.8%,11.4%,31.7%,3.2%,5.3%,-4.0%,2.4%,x,41.5%[activator],-4.0%,-8.3%
O=c1c2ccccc2nc2n1C(CSCc1ccc(Cl)cc1Cl)CS2 (configuration not stated),-19.7%,-2.4%,-1.7%,3.0%,-5.7%,-14.4%,-28.6%,-12.1%,4.6%,-14.4%,22.4µM*
Nc1n[nH]c(N)c1N=Nc1ccc(F)cc1,0.7%,-2.2%,-2.9%,u,6.6%,6.7%,77.8%,u,-26.6%,u,-3.2%
C/C(Cc1ccccc1)=N\NC(=O)CNC(=O)Cc1ccccc1,-5.0%,2.6%,2.1%,1.6%,2.7%,-5.2%,7.0%,-4.9%,1.3%,1.8%,1.5%
Cc1ccc(-c2nnn(CC(=O)NC3CCN(Cc4ccccc4)CC3)n2)cc1,-2.4%,-1.5%,u,-1.0%,7.1%,2.0%,16.4%,-5.7%,6.7%,2.4%,-4.2%
CC(=O)Nc1c(O)nc(SCc2ccccc2C#N)[nH]c1=O,2.5%,-2.2%,1.6%[10 µM],-1.7%,-0.7%,-1.5%,12.7%,x,-3.9%,-2.3%,-10.9%
CC(C)c1nnc(NC(=O)C2CCN(C(=O)Nc3ccccc3)CC2)s1,0.0%,1.1%,-3.6%,3.5%,7.6%,-2.0%,-10.5%,3.3%,2.1%,-5.4%,14.5%
Cn1c(SCC(=O)N2CCCc3ccccc32)nc2cccnc21,-3.8%,-9.3%,-34.2%,5.4%,4.7%,-3.7%,-14.5%,10.4%,-1.5%,-1.7%,-4.3%
COc1cccc(CNC(=O)C2CCCN(C(=O)c3ccc(Cl)cc3)C2)c1 (configuration not stated),0.5%,-1.7%,x,2.5%,x,-2.0%,-3.8%,x,-0.7%,-3.0%,x
COc1cc(Cn2c(N)c(C#N)c3nc4ccccc4nc32)cc(OC)c1,1.6%,-10.2%,0.6%,-3.0%,-3.1%,-0.3%,-28.3%,28.9%,3.1%,2.2%,7.9%
C=CCn1c(SCC(=O)c2ccc(OC)cc2)nnc1C(C)NC(=O)c1cccs1 (configuration not stated),7.3%,-8.4%,21.3%,-13.8%,-4.8%,0.6%,10.5%,-3.3%,x,2.2%,16.0%
CCCCCCc1ccc(-c2ncc(N)cn2)cc1,u,36.8%,23.7%[0.365 µM],12µM*,-2.5%,16.8%,u,2.5%,x,u,x
CCOC(=O)N1CCN(C(=O)c2cc(COc3ccc(OC)cc3Cl)on2)CC1,14.9%,5.0%,u,u,-1.9%,27.9%,56.6%,-8.0%,-11.5%,u,-15.7%
COc1ccc(N2CCN(CC(=O)Nc3ccc(SC(F)F)cc3)CC2)cc1,-2.3%,-2.2%,u,1.6%,-8.7%,-3.7%,-13.4%,-6.0%,-5.4%,-8.9%,u
Oc1c(Br)cc(Br)cc1CNc1ccc(F)cc1,-1.2%,1.2%,-44.8%,u,-3.8%,-2.7%,-10.4%,9.4%,3.5%,-1.1%,1.5%
O=C(Nc1cnn(C23CC4CC(CC(C4)C2)C3)c1)c1cnn2cccnc12,u,u,3.2%,2.13µM*,3.6%,0.562µM*,u,-4.7%,u,0.447µM*,3.1%
COc1ccc(-c2cc(-c3nnc(COC(=O)c4ccncc4)o3)c3ccccc3n2)cc1OC,-17.0%,-0.5%,-7.7%,u,-2.2%,-0.1%,-14.6%,u,4.4%,-1.4%,-0.2%
CCC(CC)C(=O)N1N=C(c2ccc(NS(C)(=O)=O)cc2)CC1c1ccc(C)cc1 (configuration not stated),-8.9%,-1.5%,u,-11.3%,1.2%,-4.3%,-44.6%,-7.7%,-29.0%,-0.4%,-19.3%
COc1ccc(CCOC(=O)c2ccc(NC(=O)CC#N)cc2)cc1,4.4%,-9.7%,29.0%,-12.9%,5.3%,-0.1%,0.0%,-3.9%,10.2%,1.7%,-14.2%
Cc1ccc(NC(=O)CNc2ccccc2N2CCCC2=O)cc1S(=O)(=O)N1CCCCC1,-5.3%,-4.8%,x,0.5%,x,-1.9%,-9.5%,x,-1.6%,-5.5%,x
CC(C)N1CCc2c(sc(NC(=O)c3ccc(S(=O)(=O)N4CCc5ccccc54)cc3)c2C(N)=O)C1,17.2%,1.4%,u,0.0%,55.6%[activator],-0.1%,-76.9%,4.2%,u,-7.3%,u
N#Cc1c(-n2cccc2)cccc1-n1cccc1,6.0%,17.4%,20.3%,-8.8%,-13.6%,-3.4%,0.5%,2.7%,x,7.9%,0.5%
CC(C)CCOc1ccc(C(=O)NCC(c2cccs2)N2CCOCC2)cc1 (configuration not stated),1.0%,3.5%,x,1.7%,x,0.2%,-2.2%,x,2.2%,2.8%,x
CCOC(=O)Cc1c(C)nc2c(-c3ccccc3)cnn2c1C,14.5%,1.1%,27.4%,u,-10.6%,13.9%,u,5.1%,14.2%,28.0%,-8.4%
# Continuation.
SMILES,ELG1 genotox,p53 reactivator,RORgamma inh,FLuc counter,MLL CXXC-DNA inh,NPC1 prom act,BRCA1 expr up,MBNL1 CUG block,uPA surface inh,Rab9 promoter act,VP16 counter
Nc1ncnc2nc(SCCOc3ccc(Cl)cc3)[nH]c12,3.0%,-3.9%,u,0.8%,4.5%,-8.2%,-4.8%,2.2%,1.0%,0.4%,19.9%
N=C1C(c2ccccc2)=C(O)CN1c1cccc(S(=O)(=O)N2CCCCC2)c1,3.3%,-2.9%,7.0%,-2.6%,14.4%,-1.5%,-0.4%,-3.7%,-1.3%,-12.1%,-0.9%
COc1ccc(CN(C)S(=O)(=O)c2ccc3c(c2)OCCO3)cc1,-4.4%,-7.4%,34.0%,3.2%,-0.8%,-5.0%,23.0%,0.1%,-8.3%,11.9%,23.0%
CCC(=O)Nc1nnc(SCc2cccc(F)c2)s1,13.6%,2.4%,0.8%,-4.3%,3.0%,8.0%,73.9%,-4.9%,-14.7%,1.3%,-17.8%
Fc1ccccc1-c1n[nH]c(=S)n1/N=C/c1c[nH]c2ccccc12,0.0%,-1.5%,u,1.8%,-12.3%,0.0%,-52.9%,7.6%,-3.2%,-3.7%,-2.5%
CCOc1ccccc1NC(=S)Nc1ccc2cn[nH]c2c1,-10.7%,3.0%,-40.3%,u,-12.0%,20.7%,52.7%,-5.1%,2.8%,0.4%,2.3%
COc1ccc(C(=O)O)cc1NC(=S)NC(=O)/C=C/c1ccc(C(C)C)cc1,0.3%,2.7%,29.7%,10.7µM*,5.9%,1.7%,-6.7%,5.0%,-6.0%,-2.9%,-8.5%
CCn1c(=NC(=O)C2COc3ccccc3O2)sc2c(C)ccc(OC)c21 (configuration not stated),-5.5%,1.2%,16.9%,-1.7%,-10.0%,1.0%,-45.1%,-6.1%,8.6%,0.5%,u
CCC(=O)N1N=C(c2ccc(C)o2)CC1c1ccc(N(C)C)cc1 (configuration not stated),11.7%,7.8%,21.7%,u,6.7%,12.5%,63.0%,u,6.7%,20.5%,2.0%
c1ccc(-c2ccc(C3=Nn4c(nnc4-c4cccs4)SC3)cc2)cc1,-8.4%,-6.3%,28.2%,-11.5%,10.7%,1.2%,-0.9%,-2.1%,2.7%,-5.2%,-18.3%
CCc1nc(NCc2ccccc2)c(C#N)c2c1CCCC2,4.1%,20.0%,-23.0%,-0.8%,-4.8%,-0.4%,-11.5%,-1.8%,0.6%,-0.5%,-9.4%
Cc1ccc(C(=O)NNc2cc(N3CCCC3)nc(N3CCCC3)n2)cc1,-7.5%,0.2%,5.01µM*,-1.8%,-10.3%,-4.8%,-35.1%,2.8%,-2.7%,7.7%,u
CN(C)c1ccc(/C=N/NC(=O)c2cnc3ccccc3c2)cc1,7.5%,9.6%,u,u,-27.4%,12.2%,-3.4%,3.1%,6.2%,2.0%,-9.0%
Cc1cc(C)c(C)c(N=Nc2nc3ccccc3n2C)c1C,u,u,2.24µM*,10.7µM*,-2.5%,11.0%,-15.2%,u,0.4%,18.7%,5.62µM*
